Source: PubChem BioAssay (National Center for Advancing Translational Sciences (NCATS))
EPAC2 antag: blocks human EPAC2 exchange factor; Q8WZA2; EPAC2 GEF exchange of Rap1B-BODIPY-GDP, fluorescence; Potency, µM (highest dose often 114 µM), for inactives: at the top dose activity, negative = inhibition, hits mostly inhibitors; 360,000 compounds, 0.18% hits; note: % is set by controls: 0 for no effect and ±100 for the full control effect; nearly all actives have a fitted effect of over 45% in size; many of its hits are not listed in these tables
EPAC1 antagonist: EPAC1 (human) antagonism; AID 720709; O95398; EPAC1 GEF assay, Rap1b-BODIPY-GDP exchange fluorescence; Potency, µM (titrated, usually from 115 µM), for the others: at the highest dose activity change, negative = inhibition, usual class: inhibitors; 360,000 compounds, 0.14% hits;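 note: plate controls were vehicle for no effect and positive control for full effect; nearly all actives have a fitted effect of over 50% in size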
FUS yeast rescue: FUS proteinopathy suppression in yeast; Potency, µM (doses to about 76.6 µM), for the others: top-dose growth rescue (activation), most hits filed as activators; S. cerevisiae FUS-expressing, growth rescue, OD600, 24 h; AID 1347120; 390,000 compounds, 0.24% hits;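 note: plate controls were DMSO vehicle for no effect and reference control for full effect; nearly all actives have a fitted effect of over 55% in size; some results filed as inactive show a strong effect at the top dose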
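Yeast FUS proteinopathy model; galactose-induced FUS (2%), starting OD 0.005. Cpds in dilution series, 24hr, 30C, 99% humidity. Abs 600 nm growth. Pos ctrl CP55940 (top 92uM final); neg ctrl DMSO.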
EPAC2 agonist: activates human EPAC2 exchange factor. Q8WZA2. 360,000 compounds, 0.079% hits. Potency, µM (series often up to 154 µM), inactives show top-dose activation, actives largely listed as activators. EPAC2 activation, biochemical qHTS; response scale: 100% = 6.5 mM cAMP response; note: nearly all actives have a fitted effect of over 50% in size
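Guanine nucleotide exchange by EPAC2 is measured as reduced fluorescence of BODIPY-GDP once it is released from 250 nM Rap1B. Plates are read kinetically for 30 min at room temperature; results are scaled to 6.5 mM cAMP.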
PTHR1 ag: activates the human parathyroid hormone receptor PTHR1. Potency, µM (top dose mostly 115 µM), without a hit: at the top dose activation, hits mostly activators. Q03431. 410,000 compounds, 0.075% hits. HEK293 GP2 PTHR1 cells, GloSensor cAMP luminescence, 1 h; note: nearly all actives have a fitted effect of over 55% in size; some results filed as inactive show a strong effect at the top dose; inactives centre near -15; many of its hits are not listed in these tables
Target sequence (Q03431 whole entry, looked up): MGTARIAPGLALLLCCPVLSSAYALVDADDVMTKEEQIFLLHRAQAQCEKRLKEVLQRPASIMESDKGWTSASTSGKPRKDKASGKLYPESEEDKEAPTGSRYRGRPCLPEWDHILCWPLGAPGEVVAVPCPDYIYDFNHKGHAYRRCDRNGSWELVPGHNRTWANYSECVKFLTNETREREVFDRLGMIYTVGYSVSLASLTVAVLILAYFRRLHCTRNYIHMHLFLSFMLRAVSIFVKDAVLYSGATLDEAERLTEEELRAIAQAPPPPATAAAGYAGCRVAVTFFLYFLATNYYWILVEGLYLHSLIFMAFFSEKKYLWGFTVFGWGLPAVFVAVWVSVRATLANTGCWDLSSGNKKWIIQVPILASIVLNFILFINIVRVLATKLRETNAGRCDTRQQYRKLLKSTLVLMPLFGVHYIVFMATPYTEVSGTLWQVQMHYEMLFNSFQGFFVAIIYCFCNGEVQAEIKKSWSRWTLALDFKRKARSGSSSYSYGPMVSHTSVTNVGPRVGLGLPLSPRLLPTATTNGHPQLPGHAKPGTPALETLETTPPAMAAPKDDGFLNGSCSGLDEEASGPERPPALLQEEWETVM
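HEK-293-derived GP2 cells expressing PTHR1 and a GloSensor cAMP reporter, 3,000/well, plated overnight, given luciferin plus IBMX (each 0.5 mM as added) for 1 h at 37 °C, then compound for 1 h at 37 °C. Luminescence was read after 15 min at room temperature.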
aSyn rescue: inhibitors of alpha-synuclein toxicity in yeast. AID 652106. 370,000 compounds, 0.14% hits. Potency, µM (titrated, usually from 46.1 µM), for the others: top-dose growth rescue (activation), actives largely listed as activators. Yeast expressing alpha-synuclein, growth rescue, BacTiter-Glo, 24 h; note: % of control where 0% means no effect; nearly all actives have a fitted effect of over 65% in size
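Galactose-induced alpha-syn yeast (OD600=0.02, raffinose-pregrown) + pinned cpd, 24 hr, 30 deg C; growth by BacTiter-Glo luminescence. Growth restoration scores as activation.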
TDP43 rescue: inhibitors of TDP-43 toxicity in yeast; Potency, µM (titrated, usually from 46.1 µM), for the others: at the top dose growth rescue (activation), hits mostly activators; TDP-43 expressing yeast growth rescue, BacTiter-Glo, 24 h; AID 652104; 410,000 compounds, 1.8% hits; note: % of control where 0% means no effect; nearly all actives have a fitted effect of over 50% in size
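Galactose-induced TDP-43 yeast, OD600=0.02, compound pinned; 24 hr, 30 deg C; BacTiter-Glo luminescence for growth. Inhibitors of TDP-43 toxicity read as activators.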
EPAC1 ag: activates human EPAC1 exchange factor; O95398; EPAC1 agonist qHTS, biochemical assay; response scale: 100% = response to 6.5 mM cAMP; Potency, µM (highest dose often 154 µM), inactives show at the highest dose activation, hits mostly activators; 360,000 compounds, 0.073% hits; AID 720707; note: nearly all actives have a fitted effect of over 60% in size
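Nucleotide exchange by EPAC1 (100 nM) on Rap1B–BODIPY-GDP (250 nM) in the presence of 50 uM GDP is tracked fluorescently at 480/540 nm over 30 min. Signals are normalized to a 6.5 mM cAMP control.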
An asterisk follows results filed as active; i = inactive; ? = inconclusive; / = not tested or not shown; & = joins results of further samples; [ ] = dose if it differs, or a comment. Calls come from the whole dose curve; as a rule, active = well fitted curve in the direction sought with a large enough effect; inconclusive = small, poorly fitted or top-dose-only effect, or another doubt; inactive = no such curve, though single readings can be large; an effect the other way counts as inactive or inconclusive. Potency is the fitted concentration of half-maximal effect. Some of the compounds tested (hit frequency here may not be typical).

Values in the order – EPAC1 antagonist, PTHR1 ag, aSyn rescue, EPAC2 agonist, FUS yeast rescue, EPAC2 antag, EPAC1 ag, TDP43 rescue
- Cc1cc(C)c(NC(=O)C2CCC(=O)N2)c(C)c1 (centres undefined)
  6%, -11%, 1%, -4%, 6%, -3%, -3%, -5%
- O=C(CCCn1c(=O)[nH]c2cc(Cl)ccc2c1=O)NCCC1=CCCCC1
  -25%, i, -5%, 5%, 19%, 2%, 0%, 0%
- COc1ccc(Cn2c(C)nc3ccc([N+](=O)[O-])cc3c2=O)cc1
  -8%, -36%[inhibitor], 5%, 6%, 13%, 7%, -13%, 0%
- COC(=O)c1ccc(Cn2cc(C(F)(F)F)ccc2=O)cc1
  -8%, i, 1%, 5%, -10%, 2%, -7%, 12%
- Cc1ccccc1S(=O)(=O)Cc1ccc(C(=O)NCc2ccc(F)cc2)o1
  -21%, -42%[inhibitor], 6%, 1%, -10%, -9%, 6%, 5%
- COc1cccc(-c2nc(-c3ccc4c(c3)-c3ccccc3S4(=O)=O)c(-c3ccccc3)[nH]2)c1OC
  2%, i, -10%, 6%, ?, -3%, 5%, 8%
- CS(=O)(=O)c1ccc(C(=O)Nc2cc(-c3ccccc3)nn2-c2ccccc2)cc1
  -12%, i, 7%, 9%, ?, -9%, 0%, 14%
- COCC(C)n1c(SC(C)C(=O)NC2CCCCC2C)nc2ccccc2c1=O (centres undefined)
  1%, i, 7%, -6%, 14%, 2%, -5%, -11%
- COc1ccc(CCNC(=O)COC(=O)Cc2cccc3ccccc23)cc1
  2%, i, 5%&2%, 5%, /, 2%, 2%, 24%
- COc1cccc(N2CCN(Cc3nc(N)nc(Nc4ccccc4OC)n3)CC2)c1
  -5%, i, 8%, 5%, 10%, -1%, 5%, -1%
- c1ccc2c(c1)oc1c(NCCCN3CCOCC3)ncnc12
  -3%, i, -5%, 3%, 16%, -1%, -7%, 10%
- O=C1CC(N2CCN(Cc3ccc4c(c3)OCO4)CC2)C(=O)N1c1ccccc1 (centres undefined)
  7%, -13%, -10%, 8%, 1%, -10%, 8%, -21%
- OC(Cc1ccnc2ccccc12)C(Cl)(Cl)Cl (centres undefined)
  -10%, -21%, 2%, 12%, 2%, -10%, 7%, -6%
- COc1ccc(/C=N/NC(=O)CSc2n[nH]c(=O)[nH]c2=O)cc1
  -1%, 4%, 1%, 1%, /, 2%, 1%, 20%
- O=C(NNC(=O)c1cc(-c2ccncc2)nc2ccccc12)c1cccc(Cl)c1
  -2%, i, -2%, -1%, 7%, -1%, -6%, 17%

Next results
Values in the order – EPAC1 antagonist, PTHR1 ag, aSyn rescue, EPAC2 agonist, FUS yeast rescue, EPAC2 antag, EPAC1 ag, TDP43 rescue
- COc1ccc(-c2nnc(SCC(=O)N3CCCC3)o2)cc1OC
  -20%, i, -5%, 3%, -5%, -23%, 5%, -41%[inhibitor]
- NC(=O)c1cc2ccccc2o/c1=N\NC(=O)c1ccco1
  8%, i, -1%, 9%, -6%, 1%, 5%, 1%
- Cc1nn(CCC(=O)NCc2ccc(OC(C)C)cc2)c(=O)c2nn(-c3ccccc3)c(C)c12
  -9%, -6%, -1%, 6%, 6%, 31%[activator], 6%, 0%
- CC(=O)NC(=S)Nc1ccccc1N1CCCCC1
  -6%, -12%, -4%, 6%, 8%, -3%, -16%, 1%
- CC(=NCc1cccnc1)C1=C(O)c2ccccc2C1=O
  -5%, -13%, 0%, -13%, 5%, 6%, 3%, 8%
- COCCn1c(SCC(=O)Nc2nnc(C)s2)nnc1-c1c[nH]c2ccccc12
  1%, -8%[57.5 µM], -1%, 7%, 23%, 1%, -8%, -22%
- O=S(=O)(Nc1ccccc1N1CCOCC1)c1ccc(Cl)s1
  2%, i, 12%, 3%, 12%, -1%, 8%, -7%
- COc1ccc(-n2cc(CNCCc3nc(C)cc(C)n3)c(-c3ccccc3Cl)n2)cc1
  -10%, i, -1%, -2%, 29%, 10%, 1%, -6%
- O=C1C=CC(=Nc2cccc3c2C(=O)c2ccccc2-3)O1
  -7%, 0%, -76%[inhibitor], -1%, 27%, -5%, 21%, -93%[inhibitor]
- CCn1c(=NC(=O)CSC(C)=O)sc2ccccc21
  2%, -14%, 10%, 9%, 13%, -2%, 9%, ?
- Cc1cccc(C)c1NC(=O)CN(C)S(=O)(=O)c1ccc(-c2ccc(=O)[nH]n2)s1
  -15%, ?, -1%, 8%, 52%, -1%, -3%, -7%
- Cc1ccc(S(=O)(=O)N2CCC(C(=O)NCc3ccncc3)CC2)cc1
  8%, i, 3%, 4%, 23%, 2%, 6%, 0%
- COc1ccc(/C=C/C(=O)Nc2nnc(C(C)C)s2)cc1OC
  -8%, i, 3%, -2%, 15%, -9%, 2%, 24%
- CC(C(=O)OCc1nnc(-c2ccccc2)o1)N1C(=O)c2ccccc2C1=O (centres undefined)
  2%, -14%[57.5 µM], -1%, -1%, 15%, 6%, 4%, 19%
- CCOC(=O)C1CCN(Cc2c(O)c3ccccc3oc2=O)CC1
  7%, -53%[inhibitor], 4%, 9%, 8%, -23%, -4%, -18%

Shown with each value named: entries from further up.
COc1ccc(/C=C/C(=O)Nc2nnc(C(C)C)s2)cc1OC
  EPAC1 antagonist = -8%
  PTHR1 ag = i
  aSyn rescue = 3%
  EPAC2 agonist = -2%
  FUS yeast rescue = 15%
  EPAC2 antag = -9%
  EPAC1 ag = 2%
  TDP43 rescue = 24%

CC(C(=O)OCc1nnc(-c2ccccc2)o1)N1C(=O)c2ccccc2C1=O (centres undefined)
  EPAC1 antagonist = 2%
  PTHR1 ag = -14%[57.5 µM]
  aSyn rescue = -1%
  EPAC2 agonist = -1%
  FUS yeast rescue = 15%
  EPAC2 antag = 6%
  EPAC1 ag = 4%
  TDP43 rescue = 19%

New compounds follow.
Values in the order – EPAC1 antagonist, PTHR1 ag, aSyn rescue, EPAC2 agonist, FUS yeast rescue, EPAC2 antag, EPAC1 ag, TDP43 rescue
- CCOc1ccccc1N1CCN(C(=S)Nc2ccc(S(N)(=O)=O)cc2)CC1
  -3%, -19%, 17%, 6%, /, -2%, -2%, 18%
- O=C(NNC(=O)c1cc(O)c(O)c(O)c1)NC1CCCCC1
  22%, i, -5%, 5%, 22%, 14%, 1%, -14%
- CCCCCC/C=N/Nc1nnc(Cc2ccccc2)c(=O)[nH]1
  ?, i, -4%, 3%, 27%, 1%, 0%, 20µM*
- COc1ccc(N=C(C)C2=C(O)CSC2=O)cc1
  2%, -9%[57.5 µM], -3%, 0%, 43%, -3%, 11%, 4%
- Nc1nonc1C(=O)N/N=C/c1cc2c(cc1Br)OCO2
  11%, -8%, -5%, 9%, 24%, 1%, 12%, 0%
- Cc1c(Cl)cccc1NC(=O)CCN1C(=O)NC(C)(C)C1=O
  2%, -24%, 4%, -4%, -9%, 6%, -3%, -16%
- COc1cccc(-c2nc(=S)c3c(n2Cc2ccco2)CCCC3)c1
  11%, -6%[57.5 µM], 4%, 8%, 29%, 1%, 11%, -17%
- COc1ccc(C(C(=O)NC2CCCCC2)N(C(=O)c2sc(C)nc2C)c2ccc(C(C)=O)cc2)cc1 (centres undefined)
  -11%, i, 0%, -26%, 30%, -3%, -18%, -2%
- CC(=O)C1C(c2ccccc2)c2c(n[nH]c2C)CC1(C)O (centres undefined)
  9%, i, -12%, 2%, 13%, 10%, -10%, 4%
- C=C(C)CSc1nc2c(cc1C#N)CCC2
  -3%, -13%[57.5 µM], 19%, 5%, 1%, -15%, -1%, 22%
- CCOc1ncccc1C(=O)Nc1ccc(OC)c(S(=O)(=O)N2CCOCC2)c1
  -3%, 3%, -12%, 2%, 11%, -5%, 4%, -15%
- Cc1nc2sc(C(c3ccco3)N3CCC(Cc4ccccc4)CC3)c(O)n2n1 (centres undefined)
  -1%, -19%, -1%, 11%, ?, -16%, -7%, ?
- CNS(=O)(=O)c1cccc(C(=O)NNC(=O)CN(C)S(=O)(=O)c2ccc(Cl)cc2)c1
  -1%, 28%, -1%, -3%, 21%, 14%, -3%, -9%
- Cc1ccc(N2C(=O)c3cccc4c(Oc5ccccc5[N+](=O)[O-])ccc(c34)C2=O)c(C)c1
  -13%, -15%, -5%, 13%, /, 7%, 2%, 14%
- Cc1c(Cl)cccc1Nc1nc(NCCO)c2ccccc2n1
  -14%, -19%, 2%, 1%, 16%, 6%, -2%, 7%

More compounds follow.
Values in the order – EPAC1 antagonist, PTHR1 ag, aSyn rescue, EPAC2 agonist, FUS yeast rescue, EPAC2 antag, EPAC1 ag, TDP43 rescue
- Cc1ccc(C(=O)/C=C/N(C)C)o1
  9%, i, 19%, 3%, -11%, -6%, 11%, ?
- COC(=O)c1ccc(NC(=O)C2CCCN(S(C)(=O)=O)C2)cc1 (centres undefined)
  7%, i, -4%, 11%, 6%, -6%, 7%, -18%
- CCC(C)NC(=O)c1ccc2c(c1)N(Cc1ccccc1)C(=O)CS2 (centres undefined)
  -29%, -4%, 2%, 11%, 16%, 3%, 1%, 5%
- CC(=NN1CC(=O)NC1=O)c1ccc([N+](=O)[O-])o1
  -3%, i, -15%, 10%, -15%, 22%, 2%, 3%
- Cc1cccc(N(CC(=O)N2CCc3ccccc3C2)S(C)(=O)=O)c1C
  -13%, -1%, -1%, 17%, 4%, 5%, 3%, -1%
- CCOC(=O)/C(=C\c1ccccc1)C(=O)CCN1CCOCC1
  4%, 0%, 4%, -1%, /, 1%, -5%, -89%[inhibitor]
- CCCCC(CC(O)COCCC)c1n[nH]c(=S)n1-c1ccccc1 (centres undefined)
  5%, i, 0%, 1%, -5%, 7%, 0%, 8%
- O=C(Oc1cccc(-n2cnnn2)c1)c1sc2ccccc2c1Cl
  6%, i, 1%, -7%, 8%, -6%, 0%, 12%
- Cn1ncc2c(NNC(=O)c3ccccc3Cl)ncnc21
  1%, i, 4%, 2%, /, 4%, 1%, 15%
- CC(C)N(CCNC(=O)c1cn(C)c2ccc(S(=O)(=O)N(C)C)cc2c1=O)Cc1ccccc1
  -22%, -46%, 5%, -2%, -1%, 5%, -17%, -11%
- CCC1(C)CC(=O)N(c2ccc(F)c(Cl)c2)C(=O)C1
  -4%, i, 9%, -1%, -33%, 6%, -7%, 13%
- CCOC(=O)Cc1cnc(NC(=O)CSc2nc(N)cc(N)n2)s1
  -13%, -65%[inhibitor], -1%, 0%, 17%, 7%, 1%, 2%
- COc1ccccc1NS(=O)(=O)c1c(C)nc2sccn2c1=O
  -23%, -7%, -10%, 9%, -26%, -9%, 10%, 15%
- Cc1ccc(CN(Cc2ccco2)C(=S)NCC(=O)O)cc1
  4%, i, 0%, -1%, 29%, 1%, -3%, 7%
- CC1(C(=O)NCc2cccnc2)CCC(=O)N1CCc1ccccc1 (centres undefined)
  12%, i, -1%, -7%, -17%, -6%, -7%, 8%
